C diff growth: inhibitors of Clostridium difficile growth | Clostridium difficile clinical isolate growth, OD600, 24 h; stronger effect = lower value | growth activity, negative = inhibition, % at 16 µg/mL (by protocol) | 0.25% of 86,000 active | AID 1259249;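 active = mean growth activity at or below -80% and every replicate also at or below -80%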;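 also: 0% = DMSO wells and -100% = levofloxacin 16 µg/mL wells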
Pf Dd2 growth: blocks growth of Plasmodium falciparum Dd2 parasites. P. falciparum Dd2 growth, SYBR Green, 72 h; stronger effect = lower value. activity change, % at 10 µM. 2.3% of 94,000 active; in the data active = activity change below about -80%
Tcruzi prolif: T. cruzi proliferation inhibition; inhibition, % at 8.34 µM; AID 624255; 5.9% of 77,000 active; T. cruzi beta-gal in NIH3T3, GalScreen luminescence, 90 h;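 active = mean inhibition above about 93%, with at least 55% of replicates each passing it, limit read from the data, passing the limit was not always enough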
KDM4C inh: KDM4C (human) demethylase inhibition; GST-KDM4C 2-372, H3K9me3 peptide, LANCE TR-FRET; inhibition, % at 12.5 µM; 0.15% of 96,000 active; Q9H3R0; AID 720574;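 active = mean replicate inhibition above about 25%, with at least 55% of replicates also reaching it, limit read from the data, passing the limit was not always enough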
Target sequence (Q9H3R0 2-372 limits assumed): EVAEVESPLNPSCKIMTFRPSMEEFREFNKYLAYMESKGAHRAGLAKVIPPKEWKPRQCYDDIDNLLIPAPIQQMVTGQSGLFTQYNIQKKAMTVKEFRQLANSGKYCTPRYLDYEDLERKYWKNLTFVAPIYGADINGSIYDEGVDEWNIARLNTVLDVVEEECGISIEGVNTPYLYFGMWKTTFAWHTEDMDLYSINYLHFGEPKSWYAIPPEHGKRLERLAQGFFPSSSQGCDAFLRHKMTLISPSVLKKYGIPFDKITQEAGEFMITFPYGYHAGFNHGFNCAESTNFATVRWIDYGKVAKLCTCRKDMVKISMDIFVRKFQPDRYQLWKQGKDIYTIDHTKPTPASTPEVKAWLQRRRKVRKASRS
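Assay system: GST-GASC-1 enzyme fragment 2-372 | Amount: 10 nM enzyme | Medium: HEPES buffer, pH 7.5, plus ascorbate | Reagent: H3K9me3 peptide substrate, Fe(II), 2-oxoglutarate | Doses: Single-point compound screen | Incubation: 30 min demethylation and 1 h detection at room temperature | Measured by: LANCE TR-FRET, excitation 340 nm, emissions 618 and 671 nm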
Active calls of the source: *; x = no result given; & = joins results of further samples. Not a hit list; about 7.2% have a hit in one of these screens.

SMILES	C diff growth	Pf Dd2 growth	Tcruzi prolif	KDM4C inh
C[C@H](NC(=O)C[C@@H]1CC[C@H]2[C@@H](COC[C@H](O)CN2C(=O)Nc2ccccc2)O1)c1ccccc1	x	12	13	1.2
O=C(C[C@@H]1CC[C@H](NS(=O)(=O)c2ccc(F)cc2)[C@@H](CO)O1)NC1CCC1	3	5	-48	4.1
C[C@@H]1CN([C@H](C)CO)C(=O)c2cc(NS(=O)(=O)c3ccc(F)cc3)ccc2O[C@@H](C)CCCCO[C@@H]1CN(C)S(=O)(=O)c1ccccc1	-6	-58	43	-0.2
COc1ccc(S(=O)(=O)Nc2ccc3c(c2)C(=O)N([C@@H](C)CO)C[C@H](C)[C@@H](CN(C)Cc2ccc(Oc4ccccc4)cc2)O3)cc1	22	-30	80	-0.3
C[C@@H]1CN([C@H](C)CO)C(=O)c2cc(C#Cc3ccncc3)cnc2O[C@H]1CN(C)Cc1ccncc1	11	12	63	1.4
O=C(N[C@@H]1CC[C@@H](CCn2cc(-c3ccc(F)cc3)nn2)O[C@H]1CO)c1cnccn1	-4	-17	x	-1.1
CCCc1cn(CC[C@H]2CC[C@@H](NC(=O)Cc3cccnc3)[C@@H](CO)O2)nn1	-6	2	65	x
CCNC(=O)Nc1ccc2c(c1)C(=O)N(C)[C@H]1CC[C@@H](CC(=O)NCc3ccccc3F)O[C@@H]1CO2	3	-6	10	-2.3
C[C@H](CO)N1C[C@H](C)[C@@H](CN(C)S(=O)(=O)c2ccccc2)Oc2ncc(-c3cccc(C(=O)N(C)C)c3)cc2C1=O	-1	-47	x	0.6
C[C@H](CO)N1C[C@H](C)[C@H](CN(C)C(=O)Nc2ccc3c(c2)OCO3)Oc2ccc(NC(=O)Nc3ccccc3)cc2C1=O	x	28	-2	0.5
CN(C)CC(=O)N1C[C@@H]2N[C@H](C1)C2c1ccc(C2=CCCCC2)cc1 (some centres undefined)	14	-76	x	-1.2
C[C@H](CO)N1C[C@H](C)[C@H](CN(C)C(=O)Nc2ccccc2)Oc2c(NC(=O)Nc3cccc4ccccc34)cccc2C1=O	0	-24	110*	1.2
COc1ccc2c3c([nH]c2c1)[C@H](CO)N(C(=O)Cc1ccccc1)CC31CN(C(=O)Nc2ccccc2F)C1	73	-26	x	0.1
CC(C)(O)C#Cc1cccc(-c2nc(C(=O)N[C@@H]3CCN(Cc4ccccc4)C3)cc3c2[C@H](CCO)N(S(=O)C(C)(C)C)C3)c1 (some centres undefined)	-6	-82*	x	-3.9
CC(=O)N(C)C[C@H]1Oc2ncc(C#CC(C)(C)O)cc2C(=O)N([C@@H](C)CO)C[C@@H]1C	4	26	53	-1.2
COc1ccc(S(=O)(=O)N(C)C[C@H]2OCCCC[C@@H](C)Oc3ccc(NC(=O)Nc4ccc5c(c4)OCO5)cc3C(=O)N([C@@H](C)CO)C[C@@H]2C)cc1	-6	-74	82	10
O=C(C[C@H]1C=C[C@@H](NC(=O)CC2CC2)[C@@H](CO)O1)NCc1ccc(Cl)cc1	2	-4	0	1.2
Cc1cccc(S(=O)(=O)N[C@H]2CC[C@@H](CCNC(=O)c3cnccn3)O[C@@H]2CO)c1	x	24	35	-0.5
CCCC(=O)Nc1ccc2c(c1)C(=O)N(C)[C@@H]1CC[C@@H](CC(=O)NC3CCCC3)O[C@H]1CO2	-3	-8	-15	1.4
COCC#Cc1ccc([C@@H]2[C@H]3CN(C(=O)c4ccncc4)CC(=O)N3[C@H]2CO)cc1	-3	13	x	0.4

Brought forward from above: 3 compounds, followed by the next part.
SMILES	C diff growth	Pf Dd2 growth	Tcruzi prolif	KDM4C inh
Cc1cccc(S(=O)(=O)N[C@H]2CC[C@@H](CCNC(=O)c3cnccn3)O[C@@H]2CO)c1	x	24	35	-0.5
CCCC(=O)Nc1ccc2c(c1)C(=O)N(C)[C@@H]1CC[C@@H](CC(=O)NC3CCCC3)O[C@H]1CO2	-3	-8	-15	1.4
COCC#Cc1ccc([C@@H]2[C@H]3CN(C(=O)c4ccncc4)CC(=O)N3[C@H]2CO)cc1	-3	13	x	0.4
COCc1cn(CC[C@@H]2CC[C@@H](NC(=O)Nc3c(C)noc3C)[C@H](CO)O2)nn1	x	17	-19	0.5
O=C(C[C@H]1C[C@H]2c3cc(NC(=O)NC4CCCC4)ccc3O[C@H]2[C@H](CO)O1)NCc1ccccc1F	-5	-3	20	0.1
C[C@@H]1CN([C@H](C)CO)C(=O)c2cc(-c3cccc(F)c3)cnc2O[C@@H]1CN(C)S(C)(=O)=O	-4	3	42	-2.9
O=C(N[C@H]1CC[C@@H](CCn2cc(C3(O)CCCC3)nn2)O[C@H]1CO)C1CCC1	0	3	x	7.7
C[C@@H]1CCCCO[C@H](CN(C)S(C)(=O)=O)[C@@H](C)CN([C@@H](C)CO)C(=O)c2cc(NC(=O)Nc3ccccc3)ccc2O1	0	40	71	0.8
C[C@@H]1CN([C@H](C)CO)C(=O)c2cc(C#CCc3ccccc3)cnc2O[C@@H]1CN(C)CC1CCOCC1	1	-57	-130	-0.7
O=C(C[C@H]1CC[C@H]2[C@@H](COC[C@@H](O)CN2C(=O)c2ccc(F)cc2)O1)N1CCOCC1	x	3	29	-0.5
CO[C@H]1CN(C)C(=O)c2cc(NS(=O)(=O)c3cn(C)cn3)ccc2OC[C@H](C)N(CCC(F)(F)F)C[C@H]1C	0	16	27	0.4
C[C@@H]1CN([C@@H](C)CO)C(=O)c2cc(NS(C)(=O)=O)ccc2O[C@@H](C)CCCCO[C@@H]1CN(C)C(=O)Nc1ccc(C(F)(F)F)cc1	2	-43	x	-1.0
Cc1ccc(S(=O)(=O)Nc2ccc3c(c2)C(=O)N([C@H](C)CO)C[C@H](C)[C@H](CN(C)S(=O)(=O)c2ccc(C)cc2)O3)cc1	-3	-55	51	-1.0
O=C(NCCCN1CCOCC1)[C@H]1[C@H](CO)[C@H]2Cn3c(cccc3=O)[C@@H]1N2C(=O)C1CCCCC1	-4	79	x	-1.0
CO[C@H]1CN(C)C(=O)c2cc(NS(=O)(=O)c3cccc(F)c3)ccc2OC[C@H](C)N(C(=O)Cc2cccnc2)C[C@H]1C	x	-18	21	1.1
O=C(C[C@@H]1CC[C@H]2[C@@H](COC[C@@H](O)CN2S(=O)(=O)c2cccc(F)c2)O1)Nc1ccccc1	-4&-6	18	x	-1.4
CS(=O)(=O)N1[C@@H]2Cn3c(ccc(C4=CCCCC4)c3=O)[C@H]1[C@@H](C(=O)N1CCOCC1)[C@@H]2CO	-1	-30	69	-0.4
COc1ccc(NC(=O)Nc2cccc3c2O[C@@H](CN(C)S(=O)(=O)c2cn(C)cn2)[C@@H](C)CN([C@H](C)CO)C3=O)cc1	0	11	49	-0.5
COc1ccc(NC(=O)N[C@H]2CC[C@@H](CCn3cc(-c4ccccn4)nn3)O[C@@H]2CO)cc1	x	-2	7	0.6
C[C@@H]1CN([C@@H](C)CO)C(=O)c2cccc(N(C)C)c2O[C@H]1CN(C)S(C)(=O)=O	-3	-3	-6	-0.9
C[C@H]1CN([C@@H](C)CO)C(=O)c2cc(NC(=O)CCC(F)(F)F)ccc2O[C@H]1CN(C)C(=O)Nc1ccc(F)cc1	2	24	-19	-1.5
COc1ccc(NC(=O)N(C)C[C@@H]2OCCCC[C@@H](C)Oc3ccc(NS(=O)(=O)c4ccc(F)cc4)cc3C(=O)N([C@@H](C)CO)C[C@H]2C)cc1	3	7	49	0.7
COc1ccc(NC(=O)N2C[C@@H]3N[C@H](C2)C3c2ccc(-c3cccc(F)c3)cc2)cc1 (some centres undefined)	3	-33	x	-2.5
C[C@H](CO)N1C[C@H](C)[C@@H](CN(C)C(=O)c2cccc(F)c2)Oc2cc(-c3ccncc3)ccc2S1(=O)=O	4	-47	110*	-1.5
COc1ccc2c3c([nH]c2c1)[C@H](CO)N(C(=O)C1CC1)CC31CN(C)C1	-5	25	x	-0.3
Cc1ccc(S(=O)(=O)NC[C@H]2CC[C@@H]3[C@@H](CN3Cc3ccccc3C(=O)O)O2)cc1	-4	15	x	x
C[C@@H]1CN([C@@H](C)CO)C(=O)c2cc(-c3ccccc3)cnc2O[C@@H]1CN(C)Cc1ccc(C(=O)O)cc1	-4	12	-26	-1.3
CC(=O)N1[C@@H]2Cn3c(ccc(-c4cccnc4)c3=O)[C@H]1[C@@H](C(=O)N1CCc3ccccc3C1)[C@@H]2CO	-3	x	-39	0.1
CNC[C@@H]1Oc2ccc(NC(=O)Nc3cccc4ccccc34)cc2C(=O)N([C@H](C)CO)C[C@H]1C	2	22	x	0.0
C[C@H]1CN([C@@H](C)CO)S(=O)(=O)c2ccc(C3=CCCC3)cc2O[C@@H]1CN(C)Cc1cncnc1	-4	-24	54	3.3
COc1cccc(S(=O)(=O)N(C)C[C@@H]2Oc3cc(Br)ccc3S(=O)(=O)N([C@@H](C)CO)C[C@@H]2C)c1	7	-56	x	-2.4
CCC(=O)N1[C@H](CO)[C@@H](c2ccc(-c3ccccc3)cc2)[C@@H]1CNC(=O)COC	-10	-10	1	0.9
C[C@@H]1CN([C@H](C)CO)C(=O)c2cc(NC(=O)C3CCCCC3)ccc2O[C@@H](C)CCCCO[C@@H]1CN(C)C(=O)Nc1ccc2c(c1)OCO2	-12	-67	x	-0.1
C[C@H](CO)N1C[C@H](C)[C@H](CN(C)Cc2ccccc2)Oc2ccc(NS(=O)(=O)c3ccc(F)cc3)cc2CC1=O	-19	-41	72	0.8
COc1ccc(NC(=O)Nc2ccc3c(c2)CC(=O)N([C@@H](C)CO)C[C@H](C)[C@H](CN(C)S(=O)(=O)c2ccccc2)O3)cc1	4	-1	-2	-1.9
C[C@@H]1CN([C@H](C)CO)C(=O)Cc2cc(NC(=O)Nc3ccc4c(c3)OCO4)ccc2O[C@H]1CN(C)Cc1ccc(C(F)(F)F)cc1	-7	-15	58	-2.3
C[C@H]1CN([C@@H](C)CO)C(=O)c2cc(N(C)C)ccc2O[C@@H]1CN(C)S(=O)(=O)c1cn(C)cn1	1	-4	6	0.6
C[C@@H]1CCCCO[C@H](CN(C)S(=O)(=O)c2cccs2)[C@@H](C)CN([C@@H](C)CO)C(=O)c2cc(NC(=O)Nc3ccc4c(c3)OCO4)ccc2O1	5	-65	80	-1.9
CCC(=O)N1C[C@@H](O)COC[C@H]2O[C@@H](CC(=O)NCc3ccccc3Cl)CC[C@@H]21	2&-6	-16	x	1.7
Cc1cccc(S(=O)(=O)N2CC[C@@H]3[C@H](CO)N(C)c4ccc(-c5ccccc5F)cc4[C@@H]32)c1	4	11	59	-0.8
CO[C@H]1CN(C)C(=O)c2cc(NC(C)=O)ccc2OC[C@@H](C)N(CCC(F)(F)F)C[C@@H]1C	x	-2	76	-1.3
Cc1ccccc1-c1cnc2c(c1)C(=O)N([C@@H](C)CO)C[C@@H](C)[C@H](CN(C)Cc1ccccc1F)O2	2&-4	-46&-61	64&74	2.6
C[C@H]1CN([C@@H](C)CO)C(=O)Cc2cc(NC(=O)c3ccncc3)ccc2O[C@@H]1CN(C)S(=O)(=O)c1ccc(Cl)cc1	-3	-1	16	2.0
COc1ccc2c3c(n(C)c2c1)[C@@H](CO)N(CC1CCCC1)CC31CCN(C(C)=O)CC1	1	-46	x	1.7
C[C@H]1CN([C@@H](C)CO)S(=O)(=O)c2ccc(-c3cccc(F)c3)cc2O[C@@H]1CN(C)C(=O)C1CC1	-4	6	x	14
CN(C[C@H]1[C@H](c2ccccc2)[C@@H](CO)N1C(=O)C1CC1)C(=O)c1ccccn1	-1	-37	23	0.1
CCN1[C@@H]2Cn3c(ccc(-c4ccccc4OC)c3=O)[C@H]1[C@@H](C(=O)N[C@H](C)c1ccccc1)[C@@H]2CO	-3	x	58	-1.1
Cc1noc(C)c1NC(=O)Nc1ccc2c(c1)C(=O)N([C@H](C)CO)C[C@H](C)[C@H](CN(C)S(=O)(=O)c1ccc(F)cc1)OCCCC[C@H](C)O2	-10	-49	-13	-0.3
C/C=C/c1ccc([C@@H]2[C@@H](CO)N3C(=O)CN(C(=O)c4cccc(F)c4)C[C@@H]23)cc1	-3	-48	x	-1.9
CO[C@H]1CN(C)C(=O)c2cc(NC(C)=O)ccc2OC[C@@H](C)N(CCc2ccccc2)C[C@@H]1C	1	-9	3	-0.1

Record cards (already shown):
CN(C[C@H]1[C@H](c2ccccc2)[C@@H](CO)N1C(=O)C1CC1)C(=O)c1ccccn1 as listed: C diff growth: -1; Pf Dd2 growth: -37; Tcruzi prolif: 23; KDM4C inh: 0.1
C[C@H]1CN([C@@H](C)CO)S(=O)(=O)c2ccc(-c3cccc(F)c3)cc2O[C@@H]1CN(C)C(=O)C1CC1 as listed: C diff growth: -4; Pf Dd2 growth: 6; Tcruzi prolif: x; KDM4C inh: 14
C/C=C/c1ccc([C@@H]2[C@@H](CO)N3C(=O)CN(C(=O)c4cccc(F)c4)C[C@@H]23)cc1 as listed: C diff growth: -3; Pf Dd2 growth: -48; Tcruzi prolif: x; KDM4C inh: -1.9

Assay outcomes from PubChem.
